# Screening data deposited in PubChem BioAssay by several laboratories.
# NR2E3 ag-1: NR2E3 agonists in two-hybrid cells, primary screen, cell-based, luminescence, CHO-S, Gal4-NCOR/VP16-NR2E3; hit rate 0.35% among 360,000; inhibition of corepressor binding, % at 3.98 µM; luciferase; AID 602229, 2012; Photoreceptor-specific nuclear receptor (Homo sapiens), Q9Y5X4;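 active = inhibition above the mean of all tested compounds plus 3 SD, cut at about 70% in these data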;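 note: 0% = DMSO with NR2E3 transfected cells and 100% = cells lacking NR2E3 construct; higher means lower luciferase signal from less NR2E3 corepressor binding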
# Target sequence (Q9Y5X4 whole entry, looked up, the tested form may be a part): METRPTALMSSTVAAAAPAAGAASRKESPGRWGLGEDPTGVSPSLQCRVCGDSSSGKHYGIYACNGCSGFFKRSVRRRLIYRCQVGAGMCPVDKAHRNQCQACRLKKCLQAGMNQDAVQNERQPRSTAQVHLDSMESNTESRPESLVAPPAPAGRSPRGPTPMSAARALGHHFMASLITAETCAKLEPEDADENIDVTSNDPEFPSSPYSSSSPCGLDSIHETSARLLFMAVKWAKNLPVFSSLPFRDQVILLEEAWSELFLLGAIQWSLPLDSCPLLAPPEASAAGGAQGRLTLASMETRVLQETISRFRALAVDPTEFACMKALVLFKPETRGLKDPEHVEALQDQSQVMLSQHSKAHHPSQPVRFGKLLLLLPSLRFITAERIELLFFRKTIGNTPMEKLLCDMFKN
# hiPSC survival: enhancers of single-cell hiPSC survival, primary screen, ATPlite luminescence; survival enhancement, % at 20 µM; 100% = ROCK inhibitor wells, 0% = DMSO; hit rate 0.044% among 360,000; in the data active = survival enhancement above about 18%;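 note: cells exposed to compounds for 16 hours before the ATP read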
# NR2E3 ag-2: inhibitors of NR2E3-RetCOR corepressor binding, primary screen, NR2E3 agonist project, biochemical, TR-FRET, GST-NR2E3, biotin-RetCOR; AID 2300, 2010; Photoreceptor-specific nuclear receptor (Homo sapiens), Q9Y5X4; hit rate 0.12% among 320,000; 1536-well; inhibition of corepressor binding, % at 4.78 µM;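 active = percent inhibition above the cutoff of mean plus 3 SD of all tested compounds, set per screening campaign, cut at about 20% in these data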;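 note: 0% = DMSO wells and 100% = biotin wells as full block of FRET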
#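 Material – GST-tagged NR2E3 plus biotinylated RetCOR corepressor · Quantity – NR2E3 fusion 1.35 nM · Times – 5 h incubation at 4 °C · Medium – pH 7.5 Tris-based buffer · Technique – TR-FRET, Eu(K)-anti-GST donor, streptavidin-D2 acceptor, ex 340, em 617/671 nm · Benchmarks – high control biotin, low control 0.6% DMSO · Format – 1536-well plates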
# HIF-2a inh: HIF-2a reporter inhibitors, primary screen, luminescence, 786-0 RCC cells; AID 624352, 2012; inhibition, % at 18.8 µM; 786-0 RCC cells HIF-2a reporter, luciferase luminescence, overnight; hit rate 0.72% among 360,000;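 active = inhibition of the luminescence signal of 40% or more relative to plate controls, in a single-dose primary screen at 18.75 µM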
# Peg3 promoter: Peg3 promoter-driven luciferase inhibitors, primary screen, cell-based, HeLa, luciferase luminescence | HeLa PEG-Prom luciferase reporter, overnight | hit rate 1.7% among 360,000 | inhibition, % at 20 µM;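 active = inhibition of at least 50% at 20 µM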
# Shn3 3UTR inh: reduction of Shn3 3'UTR firefly luciferase signal, primary screen, Schnurri-3 inhibitor project, cell-based, Clone20 osteoblasts, set 2; inhibition, % at 12.5 µM; Clone20 osteoblast Shn3 3'UTR firefly luciferase, 24 h; hit rate 0.52% among 360,000; AID 588674, 2011;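 active = mean inhibition of at least 75% with every replicate also reaching 75%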;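 note: 0% = median of neutral control wells and 100% = pilot-screen positive control compound; some compounds past the cut are filed as inactive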
# CaV13 FRET inh: Primary screen for inhibitors of IQ motif and Ca2+-dependent inactivation inhibitor domain binding in CACNA1D, Förster resonance energy transfer in living cells, …. HEK cells, CFP/YFP FRET ICDI-IQ, plate reader, 10 min; percent FRET-ratio fall versus neutral wells. hit rate 0.098% among 340,000. inhibition, % at 12.3 µM;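 active = mean replicate inhibition of at least 30% and at least 1% of replicates passing that level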;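 note: 0% = median of the neutral control wells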
# PDI inh: inhibitors of human PDI, primary screen, biochemical, turbidity, single point, plate reader; PDI insulin aggregation turbidity, A650, 90 min; inhibition, % at 10 µM; hit rate 0.052% among 350,000; AID 588391, 2011;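 active = mean inhibition across replicates of 30% or more, whatever share of single replicates reach that level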;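 note: absorbance from insulin aggregation driven by PDI reduction with DTT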
# Target sequence (P07237 whole entry, looked up): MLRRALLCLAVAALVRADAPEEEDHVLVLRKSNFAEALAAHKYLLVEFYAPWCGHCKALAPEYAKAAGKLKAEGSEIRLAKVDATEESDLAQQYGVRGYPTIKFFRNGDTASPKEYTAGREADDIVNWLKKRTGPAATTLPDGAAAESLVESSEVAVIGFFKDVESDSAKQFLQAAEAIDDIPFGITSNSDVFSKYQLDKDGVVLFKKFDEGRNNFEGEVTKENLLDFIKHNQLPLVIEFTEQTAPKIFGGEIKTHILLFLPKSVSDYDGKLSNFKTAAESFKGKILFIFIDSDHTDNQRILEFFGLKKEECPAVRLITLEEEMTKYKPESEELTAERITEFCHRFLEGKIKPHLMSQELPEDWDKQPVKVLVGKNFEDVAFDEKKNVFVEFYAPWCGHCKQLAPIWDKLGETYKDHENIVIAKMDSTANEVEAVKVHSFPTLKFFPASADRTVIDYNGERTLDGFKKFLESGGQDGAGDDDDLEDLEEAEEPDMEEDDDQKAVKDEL
# m5-HT2A agonist: mouse Htr2a agonists via beta-arrestin recruitment, primary screen, cell-based, luminescence; 5-hydroxytryptamine receptor 2A (Mus musculus), P35363; CHO-K1 mHTR2A beta-arrestin complementation; percent of 30 µM serotonin response; activation, % at 7.6 µM; hit rate 0.66% among 360,000; AID 624169, 2012;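 active = activation above a run cutoff, the mean activation of all tested compounds plus 3 SD, cut at about 14% in these data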;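 note: 0% = plate median of compound wells and 100% = 30 µM serotonin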
# Cardio protect: cardioprotection against H2O2-induced cell death, primary screen, uHTS, H9c2 cells, ATPLite luminescence. H9c2 cardiomyocytes, H2O2 injury protection, 2 h. protection from H2O2 cell death, % at 20 µM. hit rate 0.63% among 360,000. AID 588492, 2011;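 active = compounds giving at least 50% protection of heart cells from peroxide-induced death in the single-dose screen, raw or plate-pattern-corrected value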;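 note: 0% = DMSO wells with peroxide and 100% = DMSO wells without peroxide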
# MITF TRPM1 inh: inhibitors of MITF-dependent TRPM1 promoter reporter, primary screen, cell-based, SK-MEL-5, single point, luciferase. inhibition, % at 12.5 µM. hit rate 0.83% among 330,000. AID 488899, 2010. SK-MEL-5 TRPM1 promoter luciferase, 24 h;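 active = mean inhibition across replicates of 60% or more, whatever share of single replicates reaches that level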; note: values of inactives mirror those of a sister screen read the other way
# An asterisk follows results filed as active; · = not tested or not shown.
SMILES,NR2E3 ag-1,hiPSC survival,NR2E3 ag-2,HIF-2a inh,Peg3 promoter,Shn3 3UTR inh,CaV13 FRET inh,PDI inh,m5-HT2A agonist,Cardio protect,MITF TRPM1 inh
COCCNC(=S)N(CCc1c(C)[nH]c2ccc(C)cc12)Cc1ccco1,1.5,2.6,-0.4,10.5,31.3,18.8,-1.7,-2.8,-0.8,-8.4,7.2
COc1ccc(/C=C2\Sc3ccc(C(=O)NCc4cccnc4)cc3N(C)C2=O)cc1OC,6.7,-0.3,2.0,36.4,38.7,13.8,-2.9,-4.8,0.7,0.6,-6.4
CC1CCCC(NC(=O)c2ccc3c(=O)n(CC4CCCO4)c(=O)[nH]c3c2)C1C (stereo unspecified),6.5,-1.5,-2.7,0.2,3.5,-45.7,-4.3,-1.9,1.2,2.0,17.0
C=CCNC(=S)Nc1ccc(Cl)cc1F,-13.0,-0.6,4.1,-29.3,-30.1,16.3,-4.4,-3.9,-2.7,-6.7,-4.1
CCN(CC)CCCNC(=O)CCC(=O)NNc1nc2ccccc2c2nc(C)nn12,8.4,1.0,1.2,17.2,9.0,3.1,6.6,14.6,5.9,-2.6,8.1
COC(=O)c1ccccc1S(=O)(=O)N(Cc1ccco1)Cc1cc2cc(OC)ccc2[nH]c1=O,-20.0,-2.3,1.7,-7.2,32.5,-2.8,-4.2,-0.4,5.2,59.3*,-0.8
O=C(N/N=C\c1ccc(Cl)s1)c1ccc(Cn2cccn2)o1,-46.3,0.0,-0.3,-16.2,-16.9,3.2,-4.5,-0.3,-4.5,3.6,-12.3
Cc1cc(C(=O)Nc2cccnc2)cs1,-3.3,-1.0,-2.4,-16.5,-25.5,3.4,-9.4,1.8,1.6,1.4,-10.8
CC(C)C(=O)NCC(c1cccs1)S(=O)(=O)c1ccc(F)cc1 (stereo unspecified),-15.0,-0.3,-3.0,3.7,0.4,-16.6,-15.4,2.4,0.6,2.8,5.0
NC(Cc1ccccc1)c1csc(NC(=O)c2cccc(OC(F)(F)F)c2)n1 (stereo unspecified),11.3,-2.6,·,64.7*,99.3*,-1.4,-5.2,10.0,-5.3,-20.4,·
Cc1c(Cl)cccc1NC(=O)Nc1cccnc1,-35.4,-0.4,0.7,-32.2,-4.2,-3.9,-6.0,-10.7,-5.0,1.0,-13.1
S=C(Nc1ccccc1)N1CCn2c1nc1ccccc12,-31.4,-0.6,1.0,-46.2,-4.4,19.0,-7.2,6.0,2.3,1.2,1.2
O=C(CSc1nc(-c2ccc(F)cc2)nc2c1Cc1ccccc1O2)Nc1ccc(C(=O)O)cc1,-14.6,-0.3,·,11.6,11.7,5.0,-1.1,3.2,2.8,2.0,10.7
CCCCc1c(-c2ccccc2)ncn1CCc1ccccc1OC,2.2,-0.2,·,-19.2,·,·,-9.0,·,-8.0,·,·
O=C(Nc1ccc(F)c(F)c1)c1oc2ccccc2c1NC(=O)C1CCCO1 (stereo unspecified),1.4,-0.2,0.6,-190.4,-57.8,-20.2,-3.5,-1.9,1.7,14.0,-27.7

# (list continues)
SMILES,NR2E3 ag-1,hiPSC survival,NR2E3 ag-2,HIF-2a inh,Peg3 promoter,Shn3 3UTR inh,CaV13 FRET inh,PDI inh,m5-HT2A agonist,Cardio protect,MITF TRPM1 inh
CCOC(=O)c1nnn(-c2nonc2N)c1CN1CCc2ccccc2C1,20.1,3.9,-0.1,9.4,18.1,-13.6,-4.3,7.2,-0.9,5.9,16.1
CCOC(=O)C1(Cc2ccc(OC)cc2)CCN(C(=O)C2=CCCC2)CC1,-5.6,0.8,1.9,-39.0,-8.0,2.9,-16.5,1.8,-0.5,10.3,-2.9
N#CCCN1CCNCC1,18.2,2.3,-0.2,3.7,13.6,14.6,·,20.9,0.3,3.7,5.6
CC(C)(C)C1CCc2[nH]c3ccccc3c(=O)c2C1 (stereo unspecified),-11.8,-2.4,-1.6,-141.5,-192.5,-28.4,-5.3,-25.7,2.0,-7.5,-26.5
CC1CCN(C(=O)c2ccc(NS(C)(=O)=O)cc2)CC1,-12.4,3.9,3.6,-5.7,-5.0,4.9,-3.7,-1.3,3.4,-0.5,-1.1
NC(=O)[C@H]1CC2(CC(c3cccc(NC(=O)COc4ccc(Cl)cc4)c3)=NO2)CN1C(=O)CC(c1ccccc1)c1ccccc1 (stereo partly specified),2.5,-0.2,1.4,-10.4,8.4,28.2,-8.9,2.7,3.5,1.1,38.9
O=C(O)c1cc(Cl)ccc1OS(=O)(=O)c1ccc(Cl)s1,-1.5,-2.2,·,6.2,-0.1,-5.1,-10.3,3.6,-0.5,-4.5,-0.9
O=C(NCc1ccccc1)C(=O)NCC1OCCN1S(=O)(=O)c1ccc2c(c1)OCCO2 (stereo unspecified),-27.9,-0.5,-1.0,-3.1,-8.0,2.7,-3.6,·,5.3,-1.2,·
COc1ccc(S(=O)(=O)N(C)C[C@H]2Oc3ccc(NS(=O)(=O)c4ccc(F)cc4)cc3C(=O)N([C@H](C)CO)C[C@@H]2C)cc1,-35.0,-1.6,·,10.6,1.3,5.1,-10.5,-3.2,0.7,0.8,1.4
CCOc1ccc(S(=O)(=O)N2CCOCC2)cc1[N+](=O)[O-],-6.0,0.3,4.6,9.3,12.2,-8.6,-4.4,13.1,-3.3,0.0,13.4
Cc1c(NC(=O)C(CC(=O)O)NCc2ccco2)c(=O)n(-c2ccccc2)n1C (stereo unspecified),9.6,9.6,·,17.1,8.8,-2.7,·,-1.5,1.3,9.3,18.7
CS(=O)(=O)N1CCCC(C(=O)Nc2ccccc2F)C1 (stereo unspecified),-17.0,-0.2,3.4,17.1,7.9,8.4,-1.8,-6.9,8.2,20.1,4.4
Cc1ccc(C)c(NS(=O)(=O)c2ccc(-c3ccc(=O)[nH]n3)o2)c1,-27.9,0.9,1.8,11.7,13.0,-29.6,-6.7,-1.4,-2.0,-1.1,1.0
N#Cc1cc(S(=O)(=O)N2CCOCC2)ccc1N1CCOCC1,5.5,0.2,-0.4,14.2,7.0,4.0,-5.9,-5.7,-0.4,5.9,12.4
C=CCOC(=O)C1=C(C)NC(=O)NC1/C=C/c1ccccc1 (stereo unspecified),-2.7,7.0,2.4,12.1,16.6,6.2,·,-1.9,-4.3,-1.9,9.0

# Carrying on:
SMILES,NR2E3 ag-1,hiPSC survival,NR2E3 ag-2,HIF-2a inh,Peg3 promoter,Shn3 3UTR inh,CaV13 FRET inh,PDI inh,m5-HT2A agonist,Cardio protect,MITF TRPM1 inh
COc1cc(C)c(S(=O)(=O)NCCCn2ccnc2)cc1C,-11.0,-0.3,3.3,15.4,14.5,-1.8,-4.8,5.9,5.5,1.5,6.1
Cc1cc(OCc2cc(C(=O)NCc3cc(C(C)C)no3)no2)cc(C)c1Cl,-114.5,-0.5,3.2,-258.8,-356.3,-74.4,-6.5,-8.6,6.2,-4.3,-83.3
Cc1cc(C(=O)N/N=C/c2c(C)nn(-c3ccccc3)c2C)n[nH]1,-3.5,-0.6,-2.5,-51.4,-37.4,·,6.0,2.9,-1.8,18.2,-4.8
CC(=O)Nc1ccc(S(=O)(=O)N2CCC(C(=O)NCCC(=O)NCc3ccccc3)CC2)cc1,-14.0,0.3,2.7,-2.9,-9.8,-7.9,-7.2,-4.4,5.6,-0.3,-6.4
Cn1c(=O)c2c(nc(CCC3CCCC3)n2C)n(C)c1=O,-13.7,5.4,·,7.1,-9.4,0.0,-5.7,-1.1,-0.5,11.3,-8.7
O=C(CSc1nncn1-c1ccccc1)NC1CCCCC1,-1.5,-1.6,-1.2,3.5,6.6,4.6,-1.1,3.3,5.5,0.8,-16.7
CN(C)C(CNC(=O)C1CCCN1C(=O)c1cccs1)c1ccccc1 (stereo unspecified),-18.0,-0.3,·,6.6,-0.7,-8.1,-4.5,-5.3,-0.9,-0.2,·
O=c1cnnc(Nc2cccc(C(F)(F)F)c2)[nH]1,-28.2,-0.8,3.3,13.0,21.1,-17.1,-4.1,-2.8,-1.3,1.0,-9.2
O=C(NCc1ccncc1)[C@@H]1CCCN1C(=O)[C@H]1CCCN1,8.0,0.4,·,2.0,·,·,-9.2,·,0.7,·,·
O=C(NN1C(=O)C2C3C=CC(C3)C2C1=O)C(O)c1ccccc1 (stereo unspecified),-11.4,-0.3,5.5,17.8,11.7,10.5,-1.9,4.4,0.8,10.2,3.3
COc1cc(C)c(NC(=O)Cc2ccsc2)cc1OC,-4.7,0.4,0.3,7.6,17.7,5.4,-7.4,-9.4,7.9,-3.0,1.6
Cn1c(=NC(=O)CCS(=O)(=O)c2ccccc2)sc2cc(F)ccc21,-16.8,-0.4,-3.6,32.4,-164.5,22.6,·,-3.1,11.3,-0.1,43.2
CC(=O)c1ccc(NC(=O)CCNS(=O)(=O)c2cccc3nonc23)cc1,-12.2,-1.8,-2.3,3.8,-8.2,10.9,-5.1,3.6,36.1*,9.8,3.8
Cc1ccnn1-c1ccc(C(=O)OCC(=O)Nc2ccc(F)cc2)cc1,-10.6,-0.2,·,-134.2,-136.5,-15.9,-14.3,0.2,0.8,-2.1,-63.9
COc1ccc(CN2CCCC(N3CCN(c4ccc(OC)cc4)CC3)C2)cc1 (stereo unspecified),13.1,-0.9,0.4,-1.2,4.5,-45.0,-20.8,6.6,-4.8,10.0,-12.0

# Next compounds follow:
SMILES,NR2E3 ag-1,hiPSC survival,NR2E3 ag-2,HIF-2a inh,Peg3 promoter,Shn3 3UTR inh,CaV13 FRET inh,PDI inh,m5-HT2A agonist,Cardio protect,MITF TRPM1 inh
CCn1c(-c2ccc(Cl)cc2)n[nH]c1=S,4.1,3.1,-1.7,5.5,13.3,-7.0,-3.4,-2.4,0.8,-4.3,8.6
COc1ccc(CNS(=O)(=O)CCNC(=O)c2cccc(OC)c2)cc1,-20.0,-0.3,0.4,-3.3,11.5,2.5,-5.0,-2.9,1.6,7.2,2.8
Cc1nc2c(c(C)nn2-c2ccccc2)c(C)c1C,4.3,-0.5,2.2,10.3,21.8,-4.4,-4.9,-37.8,-1.7,-6.1,13.2
CC(O)CNc1nc2ccccc2n1CC(=O)NC12CC3CC(CC(C3)C1)C2 (stereo unspecified),0.5,-0.6,-0.9,24.1,0.3,-2.3,-2.8,-2.1,5.4,-7.4,11.8
CCN(CC)C(=O)c1sc(N)c(C#N)c1C,1.1,1.8,0.6,7.6,1.9,7.9,-5.0,3.3,3.7,5.8,2.2
